Screening results from PubChem.
NS5 inhibitors – Dengue-2 NS5 methyltransferase inhibitors, primary screen, biochemical, confirmation dose response (AID 588689) | Dengue-2 NS5 methyltransferase capping enzyme assay, biochemical; higher % means a stronger effect | inhibition, % at 25 µM; hits with a dose series show IC50 in µM | 340,000 tested, 0.3% active; in the data active = a potency from the dose series; inconclusive = inhibition above about 29% without an active follow-up result
WT yeast gro inh – growth inhibition of WT yeast, mitochondrial fusion screen. mitochondrial fusion phenotypic screen, WT strain. inhibition, % at 10 µM. 190,000 tested, 2.1% active; in the data active = inhibition above about 58%; tested in S. cerevisiae
ER stress rescue – rescue of cells from ER stress-induced death, primary screen, 384-well, CSM14.1, thapsigargin, ATP luminescence (AID 1222); one-dose cellular ATP content (survival), % at 20 µM; EC50 in µM for titrated hits; CSM14.1 thapsigargin-induced death rescue, ATP luminescence; higher % means a stronger effect; 190,000 tested, under 10 active;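 active = EC50 below 50 µM in the dose-response confirmation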;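 note: death triggered by thapsigargin at about 15 µM added after 2 h compound pretreatment; cell ATP read after overnight thapsigargin exposure of roughly 18 to 22 hours; normalized against plate controls of thapsigargin alone and 5% DMSO vehicle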
Yfh1-off respiration – mitochondrial function rescue without frataxin homolog – Friedreich's ataxia, plus single-dose screen, dose response (AID 1465). S. cerevisiae Yfh1-off respiration, WST-1 reduction, 72 h; higher fold induction means a stronger effect. fold induction at 50 µM; hits with a dose series show EC50 in µM. 220,000 tested, 0.074% active;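 active = fold induction of absorbance versus untreated yeast above a set limit, then at least 30% activation at any dose in follow-up; inconclusive = repeats straddling the limit, or above it without dose testing; inactive = fold induction below the set limit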;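 note: activators that raise dye reduction in frataxin-depleted yeast; strong numbers were not always called active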
West Nile virus CPE – inhibition of WNV-induced cytopathic effect – cell-based, CPE readout (AID 1621); West Nile virus-infected cells, CPE inhibition; higher % means a stronger effect; CPE inhibition, % at 10 µM; hits with a dose series show IC50 in µM; 290,000 tested, 0.02% active; in the data active = a potency from the dose series; inconclusive = CPE inhibition mostly from about 3.7% at the one dose, without a potency; inactive = the rest, 99 in 100 with CPE inhibition below about 2.2%; note: strong numbers were not always called active
RSV antiviral HEp-2 – RSV antiviral activity via CPE protection, HEp-2 cells, primary 10 µM value included (AID 2391) | one-dose CPE inhibition, % at 10 µM; IC50 in µM for titrated hits | 310,000 tested, 0.13% active | HEp-2 cells, RSV-induced CPE inhibition; higher % means a stronger effect; in the data active = a potency from the dose series; inconclusive = CPE inhibition mostly from about 23% at the one dose, without a potency; inactive = the rest, 99 in 100 with CPE inhibition below about 21%; note: strong numbers were not always called active
K1F lysis inhibition – inhibition of K1F phage lysis, E. coli UTI89, bacterial capsule biogenesis inhibitors, alamar blue (AID 488966). one-dose inhibition, % at 100 µM; IC50 in µM for titrated hits. E. coli UTI89 K1F phage lysis, alamar blue, 2 h; higher % means a stronger effect. 340,000 tested, 0.02% active;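 active = phage lysis inhibition, versus mean bacterial control, above a set limit; inconclusive = no clear call, values can overlap the other calls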;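 note: capsule biogenesis inhibitors block K1F phage lysis so surviving cells raise fluorescence; higher fluorescence means more inhibition of phage lysis; actives were called in the ten point dose series up to 300 µM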
XIAP displacement – XIAP antagonists, biochemical, IAP family, fluorescence polarization (AID 1018); 200,000 tested, 0.007% active; displacement, % at 20 µM, or IC50 in µM where a hit was titrated; XIAP BIR domain, fluorescence polarization peptide displacement; higher % means a stronger effect; in the data active = displacement above about 50%; note: a part of the inactive calls stands beside numbers as strong as those of hits
SV40 large T antigen – TAg ATPase/helicase activity blockers – biochemical (AID 1903); 310,000 tested, 0.39% active; one-dose inhibition, % at 20 µM; IC50 in µM for titrated hits; SV40 large T antigen ATPase/helicase inhibition assay; higher % means a stronger effect; in the data active = a potency from the dose series; inconclusive = inhibition mostly from about 32% at the one dose, without a potency; inactive = the rest, 99 in 100 with inhibition below about 32%; note: strong numbers were not always called active
WT yeast gro inh mutant strain – recorded beside WT yeast gro inh, whose call it bears; inhibition, %; mitochondrial fusion phenotypic screen, mutant strain inhibition
* hit, by the source's call; i = inactive; ? = inconclusive; . = no result given; [ ] = another dose, or the depositor's remark.

SMILES | NS5 inhibitors | WT yeast gro inh | WT yeast gro inh mutant strain | ER stress rescue | Yfh1-off respiration | West Nile virus CPE | RSV antiviral HEp-2 | K1F lysis inhibition | XIAP displacement | SV40 large T antigen
O=C(NCCc1ccc(Cl)cc1)C1CCC(=O)N1Cc1ccc(F)cc1 (stereo unspecified) | 4% | 13 | 20 | -1.4% | i | -0.4% | 2.9% | -1.3% | 0.1% | -1%
Cc1cccc(C(=O)O/N=C(\c2ccccc2)c2cccnc2)c1 | -2% | -10 | 7 | 12% | i | -0.1% | 0.8% | 0.2% | -8.9% | 17%
COc1ccc(/C=C/C(O)=C2/C(=O)NC3(C)CC2c2ccccc2O3)c(OC)c1OC (stereo unspecified) | -4% | 10 | -2 | 2.6% | i | -0.1% | 3.2% | -0.1% | -7.3% | 12%
Cc1ccc(S(=O)(=O)NCCc2cc3ccc(C)cc3[nH]c2=O)cc1 | -7% | . | . | . | . | -1.6% | 0.9% | -0.5% | . | 5%
O=C(CNC(=O)N1CC(=O)Nc2ccccc21)NCc1cccc(Cl)c1 | -3% | . | . | . | . | -0.2% | 0.9% | -0.2% | . | 4%
COc1ccccc1C1C(C(=O)c2cc3ccccc3o2)=C(O)C(=O)N1c1cc(C)on1 (stereo unspecified) | 5% | . | . | . | . | -0.5% | 4.0% | -0.3% | . | 17%
O=C1CCN(C(=O)CSc2ccc(Cl)cc2)N1 | 25% | 3 | -3 | 0.6% | i | 0.3% | 0.8% | 0.2% | -6.0% | 4%
COc1ccc(C(=O)Nc2ccc(N3CCN(C(=O)c4ccccc4)CC3)cc2)cc1[N+](=O)[O-] | 2% | 22 | 2 | 0.6% | i | 0.1% | ? | 0.2% | -5.4% | 1%
Cc1ccsc1/C=N\NC(=O)Cn1nnc2ccccc21 | -5% | -4 | 25 | 0.5% | i | -0.5% | 0.8% | 1.0% | -62% | 0%
CCOC(=O)N1CCC(N(CCN(C)C)C(=S)Nc2cc(Cl)cc(Cl)c2)CC1 | -5% | 36 | 13 | 0.5% | i | -0.5% | 14% | 0.2% | -10% | 10%
NS(=O)(=O)c1ccc(CCNC(=O)CN2CCN(Cc3cccc4ccccc34)CC2)cc1 | -1% | . | . | . | . | -0.8% | 3.5% | 0.1% | . | 10%
CCCCNC(=O)c1onc(CSc2ccc(F)c(F)c2)c1C(=O)O | -2% | -17 | -3 | -1.4% | i | -0.1% | 3.1% | 0.6% | -24% | 17%
Nn1c(SCC(=O)Nc2nccs2)nnc1C1CC1 | 4% | . | . | . | . | -0.1% | 1.1% | 1.4%[50 µM] | . | -1%
COc1ccc(CNC(=O)C2=CC(c3ccc(C)cc3)=NS(=O)(=O)N2C)cc1 | 0% | . | . | . | . | 0.8% | 2.3% | 4.4% | . | 2%
O=[N+]([O-])c1c(Nc2ccc(O)cc2)cc(N2CCOCC2)c2nonc12 | 9% | -4 | 1 | -0.7% | i | -1.0% | 1.5% | 0.2% | -10% | -1%
ClCc1nnc(-c2cc3c(s2)CCCC3)o1 | -4% | -4 | 11 | 1.4% | i | -0.4% | . | 0.3% | 5.4% | 5%
CC(=O)N(CN1C(=O)c2ccccc2C1=O)c1ccc2c(c1)oc1ccccc12 | 3% | 7 | 2 | -1.1% | . | . | 0.3% | 1.5%[50 µM] | -2.5% | 9%
CS(=O)(=O)c1ccccc1-c1nnc(NC(=O)c2ccco2)o1 | -3% | . | . | . | . | . | 1.4% | 0.3%[50 µM] | . | -1%
O=S(=O)(Nc1ccc(-n2cccc2)cc1)c1ccccc1 | -1% | 2 | 9 | 1.8% | i | -0.8% | -0.8% | 0.1% | -7.0% | 2%
Nc1c(Cl)cc(Cl)cc1C(=O)OCC(=O)N1CCCC1=O | -7% | . | . | . | . | . | -1.8% | 1.3%[50 µM] | . | 5%
O=C(NC1CCCC1)c1cc(-c2cccc(Cl)c2)on1 | -3% | . | . | . | . | -0.6% | 9.8% | -0.1% | . | 4%
O=C(NCCCO)c1c(O)c2cccc3c2n(c1=O)CCC3 | 1% | . | . | . | . | -0.1% | -1.3% | 0.8%[50 µM] | . | -2%
O=c1cc(/N=C/c2coc3cc(Br)ccc3c2=O)[nH]c(=S)[nH]1 | 8% | . | . | . | i | 0.0% | 5.8% | 1.2%[50 µM] | . | 16%
O=C(O)CCCCCCCCCCP(=O)(c1ccccc1)c1ccccc1 | -6% | . | . | . | i | 0.2% | 2.6% | 0.2% | . | 8%
c1cc(CNCCCN2CCOCC2)ccn1 | -2% | 12 | -18 | -0.4% | i | 0.5% | 0.2% | -0.2% | -1.6% | 9%
CC(C)(C)C1CCC(=NNC(=O)c2ccccc2-n2cccc2)CC1 (stereo unspecified) | -3% | -6 | 8 | -1.0% | i | -0.5% | 0.9% | 2.3%[50 µM] | -7.5% | -1%
CCn1nc(C(=O)N2CCN(Cc3ccc4c(c3)OCO4)CC2)c2ccccc2c1=O | -5% | 10 | 17 | -0.9% | i | -0.7% | -1.4% | 0.0% | -6.2% | 4%
Cc1ccccc1NC(=S)NC1CCN(Cc2ccccc2)CC1 | 0% | 8 | 0 | -1.9% | i | -0.6% | 0.1% | 3.1% | -3.1% | 16%
Clc1cccc(-c2cc3nc4c(c(N5CCN(c6cnccn6)CC5)n3n2)CCCC4)c1 | -3% | 70* | 23* | 2.8% | i | 0.1% | 59% | 0.0% | -6.6% | 4%
CC(=O)N1c2ccc(S(=O)(=O)N3CCC(C(=O)N4CC(C)CC(C)C4)CC3)cc2CC1C (stereo unspecified) | 11% | . | . | . | . | 0.1% | 1.4% | 0.1% | . | 13%

Some of these compounds in order of heavy-atom count, descending:
SMILES | NS5 inhibitors | WT yeast gro inh | WT yeast gro inh mutant strain | ER stress rescue | Yfh1-off respiration | West Nile virus CPE | RSV antiviral HEp-2 | K1F lysis inhibition | XIAP displacement | SV40 large T antigen
Clc1cccc(-c2cc3nc4c(c(N5CCN(c6cnccn6)CC5)n3n2)CCCC4)c1 | -3% | 70* | 23* | 2.8% | i | 0.1% | 59% | 0.0% | -6.6% | 4%
CC(=O)N(CN1C(=O)c2ccccc2C1=O)c1ccc2c(c1)oc1ccccc12 | 3% | 7 | 2 | -1.1% | . | . | 0.3% | 1.5%[50 µM] | -2.5% | 9%
CS(=O)(=O)c1ccccc1-c1nnc(NC(=O)c2ccco2)o1 | -3% | . | . | . | . | . | 1.4% | 0.3%[50 µM] | . | -1%
O=c1cc(/N=C/c2coc3cc(Br)ccc3c2=O)[nH]c(=S)[nH]1 | 8% | . | . | . | i | 0.0% | 5.8% | 1.2%[50 µM] | . | 16%
ClCc1nnc(-c2cc3c(s2)CCCC3)o1 | -4% | -4 | 11 | 1.4% | i | -0.4% | . | 0.3% | 5.4% | 5%

Going on with the list:
SMILES | NS5 inhibitors | WT yeast gro inh | WT yeast gro inh mutant strain | ER stress rescue | Yfh1-off respiration | West Nile virus CPE | RSV antiviral HEp-2 | K1F lysis inhibition | XIAP displacement | SV40 large T antigen
CN(C)CCCN(C(=O)c1ccc(S(=O)(=O)N(C)C2CCCCC2)cc1)c1nc2ccc(Br)cc2s1 | -6% | . | . | . | . | ? | 6.8% | 0.1%[50 µM] | . | 1%
CC1CC(C)CN(CCCNC(=O)CN2C(=O)c3cccnc3Oc3ccccc32)C1 (stereo unspecified) | -11% | . | . | . | . | -0.3% | -0.6% | -0.4% | . | 6%
CC(C)C(=O)N1CCN(c2ccccc2NC(=O)COc2ccccc2)CC1 | -3% | -7 | -11 | 8.3% | i | -0.8% | 6.9% | -0.2% | -5.0% | -7%
CS/C(=C/[N+](=O)[O-])Nc1cccc2c1C(C)CC2(C)C (stereo unspecified) | -3% | -13 | 3 | -1.3% | i | -0.6% | 2.1% | -0.2% | -1.8% | 6%
Cc1ccnc(N2CCC(C(=O)Nc3nnc(C)s3)CC2)n1 | -1% | 1 | -1 | 4.0% | i | -0.2% | 0.5% | 0.1% | -4.7% | -4%
O=C(NN1CCCCC1)c1ccc(COc2ccc(Cl)cc2)cc1 | -9% | 4 | 0 | 0.4% | i | -1.4% | 3.4% | -0.1% | -3.1% | 3%
Cn1c(COc2ccc3ccccc3c2)nnc1SCC(N)=O | -10% | -7 | 0 | 2.0% | i | 0.3% | 2.8% | 1.0% | 2.1% | -2%
CN(C)c1ncc(CN2CCC(C(=O)Nc3ccc(-n4cccn4)cc3)CC2)s1 | -5% | . | . | . | . | -0.6% | 0.9% | 1.4%[50 µM] | . | 11%
CC(=O)NCCc1nc2cc(NC(=O)c3ccccc3C)ccc2n1C | -3% | . | . | . | . | 0.1% | 1.4% | 0.5% | . | 4%
COCCN(CCOC)c1nc(-c2ccc(C)cc2)nc2ccccc12 | 0% | . | . | . | . | -0.9% | 6.1% | 0.2% | . | 6%
Cc1ccc(C2CC(c3cccc(NS(C)(=O)=O)c3)=NN2S(C)(=O)=O)cc1 (stereo unspecified) | -7% | 4 | 7 | -1.1% | i | -0.5% | 1.1% | -0.1% | -21% | 4%
C#CCOCCOCCOCCNc1nc(N2CCN(C(=O)[C@H](CCCCN)n3cc(C(N)CO)nn3)CC2)nc(N2CCN(C(=O)[C@H](CCC(=O)O)n3cc(C(N)[C@H](C)CC)nn3)CC2)n1 (stereo partly specified) | . | -16 | 5 | -1.3% | . | . | 2.0% | . | -12% | 6%
Cc1ccc(S(=O)(=O)N2CCN(CC(=O)N/N=C/C=C/c3ccccc3)CC2)cc1 | -12% | -3 | -1 | -1.4% | i | -0.4% | 2.5% | -2.0% | -55% | 9%
Cc1ccc(CNS(=O)(=O)c2c(C)[nH]c(C)c2C(=O)N2CCCCC2)o1 | 9% | . | . | . | . | 0.3% | 0.6% | 0.4% | . | 10%
CC1(C(=O)Oc2ccccc2)Cc2ccccc2C(=O)O1 (stereo unspecified) | -4% | -10 | -17 | -1.1% | i | 0.0% | -1.3% | -0.7%[50 µM] | -5.4% | 15%
Cc1cc(/C=C2\C(=N)N3N=C(C(C)C)SC3=NC2=O)c(C)n1-c1ccccc1 | 2% | 0 | 1 | 5.6% | i | -0.5% | 2.0% | 0.8% | -6.7% | -2%
COC(=O)C(CC(C)C)NC(=O)c1ccc([N+](=O)[O-])cc1 (stereo unspecified) | 4% | -10 | 6 | -3.5% | i | 0.1% | 1.7% | 0.0% | -4.6% | 4%
COc1ccc(C(=O)NCC(=O)OCc2ccccc2F)cc1 | -6% | -2 | 3 | -1.0% | i | 0.1% | 2.3% | 0.0% | -4.5% | 6%
C=CCOC(=O)c1ccc(N2CCN(c3ccccc3)CC2)nc1 | -3% | . | . | . | . | -0.3% | 1.9% | 1.3% | . | 6%
COc1ccccc1Cn1c(C)nnc1-c1cnn(C)c1N | -3% | -8 | -2 | 1.7% | i | 0.1% | 2.0% | 1.4% | -6.5% | 3%
N#CCc1ccc(NC(=O)Nc2cccc(Cl)c2)cc1 | -5% | 3 | 0 | -0.8% | i | 0.1% | -0.7% | 0.1% | -6.1% | 4%
Cc1ccc(-c2n[nH]c3c2C(c2cccc(O)c2)N(c2ccc(C(=O)O)cc2)C3=O)cc1 (stereo unspecified) | 0% | . | . | . | i | 0.5% | 20% | -0.2% | . | 15%
